Compound activity: PubChem BioAssay, several laboratories
CAL PDZ FP: CAL PDZ (human) peptide binding inhibition | Q9HD26 | purified CAL PDZ, TMR-peptide fluorescence polarization, 1 h | inhibition, % at 24.9 µM | 0.92% of 300,000 active | AID 602252;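 active = mean inhibition of at least 30% with at least half of replicates also reaching 30%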;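 note: 0% = DMSO neutral control and 100% = excess unlabeled competitor peptide PRC23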
HTR5A inv ag: counter-screen for OPRM1-OPRD1 inverse agonists: human HTR5A inverse agonism. P47898. AID 504634. 0.083% of 340,000 active. HTR5A cell line, luminescence. inhibition, % at 9.3 µM; in the data active = inhibition mostly above about 23%, no sharp cut-off; inactive = mostly below about 18%;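 note: 0% = cells with DMSO and 100% = no-cell wells with DMSO; some compounds called inactive have numbers as strong as hits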
LANA DNA inh: inhibitors of KSHV LANA C-terminal domain DNA binding. MBP-C-LANA/FAM-LBS DNA binding, fluorescence polarization. inhibition, % at 9 µM. 0.078% of 340,000 active. AID 504423;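 active = highest replicate inhibition at or above 60% at 9 µM, even if other replicates fall short; inactive = all replicates below 60% inhibition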;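 note: 0% = neutral control wells and 100% = 4 µM acridine orange control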
V-ATPase pHluor: alters yeast V-ATPase proton transport. 0.37% of 350,000 active. S. cerevisiae, pHLuorin cytosolic pH fluorescence. AID 504577. response, % at 10 µM; in the data active = response mostly above about 7.3%, no sharp cut-off; inactive = mostly below about 5.4%; note: actives read high; inactives centre near 0; some compounds called inactive have numbers as strong as hits; reference of the scale not given here
MOR-DOR inv ag: inverse agonists of human mu-delta opioid receptor heterodimerization. P35372+P41143. cell-based MOR-DOR heterodimer luminescence, inverse agonism. inhibition, % at 9.3 µM. 0.21% of 340,000 active. AID 504357; in the data active = inhibition above about 22%, passing the limit was not always enough;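 note: 0% = cells with DMSO and 100% = wells without cells with DMSO; values of inactives mirror those of a sister screen read the other way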
Target sequence (P35372 whole entry, looked up): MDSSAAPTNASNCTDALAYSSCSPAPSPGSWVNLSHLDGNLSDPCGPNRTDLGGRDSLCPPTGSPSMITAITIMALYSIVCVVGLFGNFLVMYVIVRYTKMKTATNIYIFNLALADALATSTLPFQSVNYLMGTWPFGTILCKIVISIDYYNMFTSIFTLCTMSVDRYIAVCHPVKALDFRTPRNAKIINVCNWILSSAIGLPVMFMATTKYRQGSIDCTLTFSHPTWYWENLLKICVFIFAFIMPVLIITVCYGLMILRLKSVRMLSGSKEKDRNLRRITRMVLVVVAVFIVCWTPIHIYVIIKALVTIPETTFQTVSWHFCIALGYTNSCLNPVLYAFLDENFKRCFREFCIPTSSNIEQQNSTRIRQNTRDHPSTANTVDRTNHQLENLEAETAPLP
Target sequence (P41143 whole entry, looked up): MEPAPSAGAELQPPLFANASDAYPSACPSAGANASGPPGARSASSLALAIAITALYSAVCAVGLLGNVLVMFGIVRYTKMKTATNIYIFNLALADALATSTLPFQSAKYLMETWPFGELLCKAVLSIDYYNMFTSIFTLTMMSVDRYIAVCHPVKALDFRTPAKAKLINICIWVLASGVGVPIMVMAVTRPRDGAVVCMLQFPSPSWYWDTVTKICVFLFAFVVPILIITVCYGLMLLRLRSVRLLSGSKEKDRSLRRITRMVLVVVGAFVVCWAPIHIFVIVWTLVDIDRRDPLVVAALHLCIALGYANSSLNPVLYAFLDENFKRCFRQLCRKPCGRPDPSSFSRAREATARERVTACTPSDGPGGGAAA
OPRM1-OPRD1 ag: agonists of human mu-delta opioid receptor heterodimerization; cells, OPRM1-OPRD1 heterodimerization, luminescence; 0.3% of 340,000 active; activation, % at 9.3 µM; AID 504326; P35372+P41143; in the data active = activation above about 18%;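 note: 0% = vehicle-treated cells and 100% = reference agonist; values of inactives mirror those of a sister screen read the other way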
RTF Ca sens inh: cardiac RTF calcium desensitization. P19429+P45379. AID 493244. inhibition, % at 7.15 µM. 0.12% of 340,000 active. IANBD-labeled cardiac RTF, Ca2+ fluorescence;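 active = inhibition above the mean inhibition of all tested compounds plus 3 SD, cut at about 17% in these data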;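 note: assay run at fixed EC70 calcium of 1.6 mM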
cardiac RTF act: increases calcium sensitivity of human cardiac regulated thin filaments; IANBD-labeled TnC RTF fluorescence at EC20 calcium; 0% EC20 calcium, 100% full calcium; activation, % at 7.2 µM; 0.24% of 340,000 active; AID 493008;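 active = activation above the mean over all tested compounds plus 3 SD, cut at about 30% in these data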;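 note: rise in fluorescence read as greater calcium sensitivity of cardiac thin filaments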
Keap1 Nrf2 FP: disrupts human Keap1 binding to Nrf2 peptide | Q14145 | Keap1 Kelch-Nrf2 peptide fluorescence polarization, 1536-well | inhibition, % at 9.4 µM | 0.15% of 340,000 active | AID 504523; in the data active = inhibition above about 12%;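 note: human Keap1 Kelch domain with fluorescein labeled Nrf2 9mer peptide probe; 0% = neutral control wells and 100% = peptide positive control; higher means more block of Keap1 binding to Nrf2 peptide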
HTR5A ag ctr: activates human HTR5A in OPRM1-OPRD1 agonist counter-screen; activation, % at 9.3 µM; 0.61% of 340,000 active; P47898; HTR5A agonist assay, luminescence, cell-based; in the data active = activation mostly above about 9.5%, no sharp cut-off; inactive = mostly below about 7.6%;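 note: 0% = cells with vehicle only and 100% = reference agonist; strong numbers were not always called active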
* = called active by the depositor; · = not tested or not shown.

Labels used below – A = CAL PDZ FP; B = HTR5A inv ag; C = LANA DNA inh; D = V-ATPase pHluor; E = MOR-DOR inv ag; F = OPRM1-OPRD1 ag; G = RTF Ca sens inh; H = cardiac RTF act; I = Keap1 Nrf2 FP; J = HTR5A ag ctr
Cc1ccc(N2C(=O)[C@@H]3C(c4ccc(F)cc4)=NO[C@@H]3C2=O)cc1
  A = 1; B = -3; C = -1.0; D = -5; E = -10; F = 2.3; G = -4; H = 3; I = -6; J = -3

O=C(COc1ccccc1)N1CCN(S(=O)(=O)c2ccc(Cl)cc2)CC1
  A = 9; B = 22; C = -0.7; D = 3; E = -6; F = 1.1; G = -3; H = -3; I = 0; J = 0

COc1ccc(NC(=O)c2c([N+](=O)[O-])c(C(C)(C)C)nn2C)cc1
  A = ·; B = -9; C = 6.3; D = 0; E = 13; F = -2.6; G = -4; H = 0; I = 7; J = -1

C=C(C)Cn1c(C2CC(=O)N(c3ccccc3F)C2)nc2ccccc21 (configuration not stated)
  A = ·; B = 0; C = -0.9; D = 2; E = 2; F = -0.3; G = -1; H = 1; I = -4; J = 2

COc1cccc(OC)c1C(=O)N1CCN=C1SCc1cccnc1
  A = -4; B = -11; C = 1.0; D = 1; E = 13; F = -2.2; G = 5; H = -2; I = -4; J = -2

COc1ccccc1OCCNC(=O)C(CCSC)NS(=O)(=O)c1ccccc1F (configuration not stated)
  A = -6; B = 2; C = 1.3; D = 0; E = -17; F = 2.5; G = -11; H = -3; I = -1; J = -1

O=C1CN(C(=O)COC(=O)/C=C/c2ccc(OC(F)F)cc2)c2ccccc2N1
  A = 8; B = 21; C = 1.7; D = 8; E = -7; F = 1.3; G = 3; H = 11; I = -2; J = -1

CCCCNC(=O)CSc1nc2ccc(NC(=O)CSc3nnc(N)s3)cc2s1
  A = 1; B = -11; C = 0.3; D = -1; E = 1; F = -0.2; G = -5; H = 11; I = -4; J = 2

CCN(CC(=O)Nc1ccccc1OC)C(=O)c1ccc2[nH]c3c(c2c1)CC(C)CC3 (configuration not stated)
  A = 2; B = 17; C = 1.1; D = 2; E = 10; F = -2.5; G = 1; H = -2; I = -4; J = 1

Cc1c(OC(C)C(=O)NCCCN2CCOCC2)ccc2c1oc(=O)c1ccccc12 (configuration not stated)
  A = 4; B = 8; C = 1.2; D = 6; E = 18; F = -3.6; G = 4; H = -3; I = -5; J = 3

CCOc1cc2[nH]c(=S)n(CCCN3CCCC3=O)c(=O)c2cc1OCC
  A = -2; B = 3; C = 0.2; D = 1; E = 12; F = -2.4; G = -9; H = 4; I = 1; J = -3

CCc1ccccc1NC(=O)NCc1ccc2c(c1)OCO2
  A = 0; B = 6; C = 0.2; D = -4; E = 7; F = -1.2; G = 1; H = 3; I = 4; J = -2

CC(Sc1nnnn1C)C(=O)Nc1ccc(N2CCOCC2)cc1 (configuration not stated)
  A = 3; B = 7; C = 0.6; D = 3; E = 10; F = -1.8; G = -6; H = 9; I = -4; J = 0

Cc1c(C)c2cc(Cl)c(O)c(CN(C)C)c2oc1=O
  A = 1; B = 8; C = -0.2; D = 1; E = 7; F = -1.3; G = -5; H = 5; I = 0; J = -2

O=C1c2ccccc2C(=O)N1CCCOc1ccccc1
  A = -2; B = 10; C = -1.6; D = -1; E = 5; F = -1.1; G = 0; H = 4; I = 3; J = -4

Cc1ccc(C(=O)NC2CC3CCC(C2)N3Cc2ccco2)cc1 (configuration not stated)
  A = 0; B = 3; C = 1.1; D = -1; E = -1; F = 0.2; G = -10; H = -2; I = -3; J = -1

CC(=O)c1ccc(N2CCC(c3cc(-c4ccc(Cl)cc4)n[nH]3)CC2)c([N+](=O)[O-])c1
  A = -5; B = -6; C = -1.1; D = 6; E = -15; F = 3.1; G = 7; H = -4; I = -2; J = 9

O=C(CCc1ccccc1)NC(=S)Nc1ccccc1[N+](=O)[O-]
  A = ·; B = 1; C = 0.4; D = -3; E = -3; F = 0.6; G = 6; H = -5; I = 1; J = 0

O=C(CCCCn1c(=O)c2ccccc2n(Cc2ccc(F)cc2Cl)c1=O)NCc1ccco1
  A = ·; B = -14; C = -0.6; D = -2; E = -3; F = 0.7; G = 6; H = -5; I = -4; J = -5

Cc1ccc(CNCC(O)(c2ccc(F)cc2)c2ccc(F)cc2)cc1
  A = -3; B = -19; C = -0.4; D = -2; E = -46; F = 9.6; G = -11; H = 3; I = -4; J = 8

O=C(Nc1ccnn1C1CCN(Cc2ccc(Cl)cc2)CC1)C1CCCC1
  A = 0; B = -15; C = 0.9; D = 1; E = 10; F = -1.9; G = -6; H = -2; I = -5; J = 0

COC(=O)c1cc(NC(=O)c2cccc(C(F)(F)F)c2)c(=O)oc1C/C=N/OCc1cccc(Cl)c1Cl
  A = -7; B = 14; C = -2.3; D = 5; E = 10; F = -2.4; G = -31; H = 15; I = -15; J = -6

Cc1ccc(NC(=O)c2cc3cccc([N+](=O)[O-])c3[nH]2)cc1
  A = 67*; B = 8; C = -0.4; D = -1; E = -28; F = 5.6; G = -4; H = -1; I = 4; J = 4

CCC(C)/C(C)=N/NC(=O)c1ccccc1OCCOc1ccccc1 (configuration not stated)
  A = 1; B = 9; C = 0.6; D = 1; E = -15; F = 2.1; G = -8; H = -2; I = 3; J = -3

Cc1cc(C(=O)OCC(=O)NC2CCCCC2)c(C)o1
  A = -3; B = -22; C = 2.3; D = -3; E = 15; F = -2.6; G = -5; H = 1; I = 1; J = -2

O=C(CNC(=O)c1ccccc1Cl)N/N=C/C=C/c1ccccc1
  A = -1; B = 15; C = -1.1; D = 1; E = 8; F = -1.7; G = 1; H = -1; I = -2; J = -1

COC(=O)N/N=C/c1cn(Cc2ccccc2F)c2ccccc12
  A = 1; B = -6; C = 0.1; D = 10*; E = -3; F = 0.6; G = -2; H = 4; I = 5; J = 2

CC(=O)Nc1ccc(S(=O)(=O)N2CCN(c3nnnn3-c3ccccc3)CC2)cc1
  A = -1; B = 37; C = 2.3; D = -1; E = 14; F = -2.9; G = -5; H = 0; I = 3; J = -2

Cc1cc(NC(=O)c2c(F)cccc2Cl)no1
  A = -1; B = 2; C = -0.7; D = ·; E = 5; F = -0.8; G = 0; H = -10; I = -2; J = 1

COc1nc(=O)n(C2CCCO2)cc1C (configuration not stated)
  A = -1; B = -7; C = 7.7; D = -3; E = 11; F = -2.5; G = -10; H = -5; I = -3; J = 2

C[C@]12CCC3c4ccc(OCC(=O)O)cc4CCC3C1CCC2=O (some centres not stated)
  A = -3; B = 2; C = -0.3; D = 1; E = 21; F = -4.7; G = -6; H = 1; I = 0; J = 0

O=C(NCCCNC(=O)c1ccccn1)c1ccc(F)cc1
  A = 3; B = -11; C = 1.1; D = -1; E = 11; F = -1.7; G = -17; H = -2; I = -2; J = 4

Fc1ccccc1/C=N/n1c(-c2cccnc2)n[nH]c1=S
  A = 28; B = 3; C = -0.8; D = 3; E = 9; F = -1.6; G = -2; H = 6; I = 2; J = -1

O=C(O)C(c1ccccc1)C(O)C1CC=CCC1 (configuration not stated)
  A = ·; B = -4; C = 2.4; D = 2; E = -1; F = 0.3; G = 5; H = 2; I = 0; J = 1

CCCOc1ccc(CSC(=N)N)cc1C(=O)OC
  A = ·; B = -8; C = -5.5; D = -2; E = 11; F = -2.3; G = -21; H = 3; I = 1; J = 1

Cc1cccc(C(C#N)c2ccc(Cl)nn2)c1 (configuration not stated)
  A = 3; B = ·; C = -0.2; D = 3; E = ·; F = ·; G = ·; H = ·; I = -5; J = ·

O=C(NNC(=O)c1ccccc1-n1cccc1)c1ccc(Cl)cc1Cl
  A = ·; B = -31; C = -2.5; D = -1; E = 8; F = -1.6; G = -5; H = -3; I = -3; J = 0

CC(O)CN1CCN(C(=O)CN2C(=O)NC(c3ccccc3)(c3ccccc3)C2=O)CC1 (configuration not stated)
  A = ·; B = 11; C = -2.3; D = 0; E = -3; F = 0.7; G = -10; H = 0; I = 8; J = -3

COc1ccccc1-c1c(C)nn2c(C)cc(C)nc12
  A = ·; B = 2; C = -0.7; D = -3; E = 6; F = -1.1; G = -6; H = 3; I = -4; J = -1

CN(CC(=O)Nc1ccccc1Br)C(=O)c1cccc([N+](=O)[O-])c1
  A = 6; B = -12; C = 1.6; D = 3; E = -15; F = 1.8; G = -10; H = -4; I = -2; J = -1

Cc1cccc(C)c1-n1nnnc1S(=O)(=O)Cc1ccccc1Cl
  A = 2; B = 0; C = -0.6; D = 0; E = -7; F = 1.4; G = 5; H = -6; I = -6; J = 0

CN(C)C1(CNC(=O)c2cccc(S(=O)(=O)Nc3ccc(Br)cc3)c2)CCCCC1
  A = -3; B = 2; C = -0.7; D = -5; E = -8; F = 1.5; G = -4; H = -4; I = -4; J = -1

Cn1c(N)c(N=Nc2ccc(S(N)(=O)=O)cc2)c(=O)n(C)c1=O
  A = 2; B = 5; C = 0.0; D = -3; E = 5; F = -1.0; G = -10; H = 1; I = 1; J = -1

Cc1c(OCC(N)=O)ccc2c(-c3ccccc3)cc(=O)oc12
  A = -5; B = 2; C = -1.2; D = 2; E = 15; F = -3.0; G = 6; H = 3; I = 1; J = -1

COc1cnc(-c2ccccn2)nc1Sc1ccccc1Cl
  A = ·; B = -20; C = -0.7; D = 2; E = 12; F = -2.7; G = -4; H = 1; I = -2; J = -4

CN(C)c1c(F)cc(C(=O)NCc2ccccc2)cc1F
  A = -2; B = 6; C = -1.7; D = 0; E = 5; F = -0.9; G = -1; H = 2; I = -3; J = 0

CC(=O)Nc1sc(NC(=O)c2ccccc2)nc1-c1cccs1
  A = 2; B = 12; C = -0.6; D = 0; E = 1; F = -0.2; G = 3; H = 2; I = 0; J = 14

COc1ccc(-c2cc(C(=O)OCC(=O)NC(C)C)c3ccccc3n2)cc1
  A = 0; B = -10; C = 3.3; D = -2; E = -12; F = 2.5; G = -14; H = 7; I = 0; J = 4

CC1(C)Cc2cccc(OCC(=O)N3CCN(c4ccccc4Cl)CC3)c2O1
  A = -1; B = 9; C = -1.3; D = -1; E = -1; F = 0.2; G = 3; H = -15; I = 1; J = 6

CCn1c(SCC(=O)N/N=C/c2ccc(O)c(OC)c2)nc2ccccc21
  A = -2; B = 19; C = -0.8; D = -3; E = 20; F = -4.0; G = -1; H = -2; I = -2; J = 0

CN(C)C(CNC(=O)CN1C(=O)NC2(CCc3ccccc32)C1=O)c1ccco1 (configuration not stated)
  A = 9; B = 24; C = -0.9; D = 0; E = -1; F = 0.3; G = 3; H = 2; I = -1; J = 2

Cc1cc(C)nc(N(C#N)CN2C(=O)c3ccccc3C2=O)n1
  A = ·; B = -13; C = 0.5; D = 0; E = 5; F = -0.9; G = 0; H = -1; I = -2; J = 4

Cc1ccc(Cl)cc1N(CC(=O)NC1CCCCC1)S(C)(=O)=O
  A = 3; B = -11; C = -0.2; D = -1; E = 5; F = -1.1; G = -8; H = 4; I = -2; J = -2

CCOC(=O)Cc1csc(NC(=O)CCS(=O)(=O)Cc2ccccc2)n1
  A = 7; B = 14; C = -2.0; D = 0; E = 4; F = -0.7; G = 4; H = 1; I = 1; J = 0

Rewritten with two lines to a compound: 2 of the compounds above.
Order of results – CAL PDZ FP	HTR5A inv ag	LANA DNA inh	V-ATPase pHluor	MOR-DOR inv ag	OPRM1-OPRD1 ag	RTF Ca sens inh	cardiac RTF act	Keap1 Nrf2 FP	HTR5A ag ctr
CC1(C)Cc2cccc(OCC(=O)N3CCN(c4ccccc4Cl)CC3)c2O1
  -1	9	-1.3	-1	-1	0.2	3	-15	1	6
CCn1c(SCC(=O)N/N=C/c2ccc(O)c(OC)c2)nc2ccccc21
  -2	19	-0.8	-3	20	-4.0	-1	-2	-2	0
